Bioassay records as filed in PubChem.
DAGLB inh = blocks human DAGLB lipase activity; AID 504411; inhibition, % at 5.17 µM; Q8NCG7; HEK293T DAGLB membrane lysate, EnzChek fluorogenic substrate; 340,000 tested, 0.059% active; in the data active = inhibition above about 34%;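 note: 0% = enzyme with vehicle and 100% = wells lacking enzyme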
CAL PDZ FP-1 = inhibitors of human CAL PDZ peptide binding; inhibition, % at 20 µM; purified CAL PDZ, TMR-peptide fluorescence polarization, 1 h; AID 504414; 330,000 tested, 0.02% active;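 active = highest replicate inhibition of at least 40%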;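 note: plate controls were DMSO neutral control wells for no effect and unlabeled competitor peptide control wells for full effect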
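Assay system – tagged CAL PDZ protein CerCALP, purified · Timing – 1 h at RT · Compound – single point, 20 µM · Measured by – fluorescence polarization from S- and P-plane intensities, G-factor corrected · Evaluation – inhibition from polarization loss · Probe or stimulus – TMR reporter peptide T*-PRC34 · Buffer or medium – pH 7.4 phosphate-saline buffer, reducing agent, detergent, IgG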
CAL PDZ FP-2 = blocks peptide binding to the human CAL PDZ domain. Q9HD26. purified CAL PDZ, TMR-peptide fluorescence polarization, 1 h. inhibition, % at 24.9 µM. 300,000 tested, 0.92% active. AID 602252;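 active = mean inhibition of at least 30% with at least half of replicates also reaching 30%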;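 note: 0% = DMSO neutral control and 100% = excess unlabeled competitor peptide PRC23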
Keap1 Nrf2 FP = disrupts human Keap1 binding to Nrf2 peptide | Keap1 Kelch-Nrf2 peptide fluorescence polarization, 1536-well | 340,000 tested, 0.15% active | inhibition, % at 9.4 µM | Q14145; in the data active = inhibition above about 12%;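 note: human Keap1 Kelch domain with fluorescein labeled Nrf2 9mer peptide probe; 0% = neutral control wells and 100% = peptide positive control; higher means more block of Keap1 binding to Nrf2 peptide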
cardiac RTF act = cardiac RTF calcium sensitization | 340,000 tested, 0.24% active | activation, % at 7.2 µM | IANBD-labeled TnC RTF fluorescence at EC20 calcium; 0% EC20 calcium, 100% full calcium;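 active = activation above the mean over all tested compounds plus 3 SD, cut at about 30% in these data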;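 note: rise in fluorescence read as greater calcium sensitivity of cardiac thin filaments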
SR-BI DiI-HDL act = SR-BI HDL lipid transfer activation; CHO ldlA[mSR-BI] cells, DiI-HDL uptake fluorescence, 3 h; 100 = double the neutral-control signal; activation, % at 12.5 µM; 320,000 tested, 0.096% active; AID 504775;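 active = mean replicate activation of at least 60% and every replicate at or above 60%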;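 note: 0% = median plate neutral-control signal and 100% = twice that signal; values of inactives mirror those of a sister screen read the other way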
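Material: SR-BI-overexpressing, LDLR-lacking CHO cells; schedule: compound exposure 3 h, 37 °C; reagent: DiI-labelled HDL at 10 µg/mL final; technique: bottom-read fluorescence, 550/595 nm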
LANA DNA inh = blocks KSHV LANA C-terminal domain binding to DNA; MBP-C-LANA/FAM-LBS DNA binding, fluorescence polarization; inhibition, % at 9 µM; 340,000 tested, 0.078% active;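 active = highest replicate inhibition at or above 60% at 9 µM, even if other replicates fall short; inactive = all replicates below 60% inhibition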;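 note: 0% = neutral control wells and 100% = 4 µM acridine orange control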
PKA-R2B act = activators of human PKA-R2B complex. 340,000 tested, 0.079% active. PKA-R2B holoenzyme dissociation, Cy5-IP20 fluorescence polarization; R2B truncated from residue 108, S112A mutant; 0% DMSO only, 100% 113 µM cGMP. activation, % at 11.4 µM. P22694+P31323;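 active = activation above a cutoff set at the mean over all compounds plus 3 SD, cut at about 18% in these data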;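 note: higher means more holoenzyme dissociation and a rise in polarization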
Target sequence (P31323 whole entry, looked up, other chains not shown, the tested form may be a part): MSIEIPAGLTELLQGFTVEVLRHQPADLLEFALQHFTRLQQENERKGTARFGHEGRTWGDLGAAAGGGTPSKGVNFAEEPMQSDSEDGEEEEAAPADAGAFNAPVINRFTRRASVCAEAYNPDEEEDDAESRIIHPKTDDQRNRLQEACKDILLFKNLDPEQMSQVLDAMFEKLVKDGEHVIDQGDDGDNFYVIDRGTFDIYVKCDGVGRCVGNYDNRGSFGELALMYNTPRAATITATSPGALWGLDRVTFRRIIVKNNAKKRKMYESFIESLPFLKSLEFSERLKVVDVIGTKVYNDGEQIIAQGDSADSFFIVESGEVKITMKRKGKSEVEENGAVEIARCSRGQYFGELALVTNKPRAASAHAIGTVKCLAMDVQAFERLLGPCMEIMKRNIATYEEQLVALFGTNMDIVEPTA
Rtt109 Vps75 = C. albicans Rtt109 histone acetyltransferase inhibition | Q5AAJ8 | purified Rtt109/Vps75, ThioGlo CoA-SH fluorescence, 4 h | inhibition, % at 34.9 µM | 330,000 tested, 0.16% active | AID 540336;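 active = inhibition of at least 50% in every replicate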
Target sequence (Q5AAJ8 whole entry, looked up): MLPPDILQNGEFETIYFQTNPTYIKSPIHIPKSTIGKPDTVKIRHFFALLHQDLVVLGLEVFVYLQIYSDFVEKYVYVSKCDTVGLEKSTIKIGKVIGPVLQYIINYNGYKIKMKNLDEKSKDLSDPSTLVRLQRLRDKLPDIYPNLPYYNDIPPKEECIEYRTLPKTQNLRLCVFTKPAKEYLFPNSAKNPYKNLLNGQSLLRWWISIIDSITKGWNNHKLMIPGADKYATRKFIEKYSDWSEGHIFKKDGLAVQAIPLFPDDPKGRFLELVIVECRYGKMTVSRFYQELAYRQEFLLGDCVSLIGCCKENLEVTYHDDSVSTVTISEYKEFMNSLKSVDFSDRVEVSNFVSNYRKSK
Cardiac RTF inh = cardiac RTF calcium desensitization; P19429+P45379; 340,000 tested, 0.12% active; IANBD-labeled cardiac RTF, Ca2+ fluorescence; inhibition, % at 7.15 µM; AID 493244;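 active = inhibition above the mean inhibition of all tested compounds plus 3 SD, cut at about 17% in these data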;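 note: assay run at fixed EC70 calcium of 1.6 mM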
Starred values were filed as active, the others as inactive; nt = no result given; & = joins results of further samples.

SMILES,DAGLB inh,CAL PDZ FP-1,CAL PDZ FP-2,Keap1 Nrf2 FP,cardiac RTF act,SR-BI DiI-HDL act,LANA DNA inh,PKA-R2B act,Rtt109 Vps75,Cardiac RTF inh
CSc1nnc(C(C)c2ncc(C(F)(F)F)cc2Cl)n1C (stereo not given),-1,-0.7,-1,-1,7,-8,0.4,6,-11,-7
CC(=O)Nc1ccc(/C=C/c2ccc3c([N+](=O)[O-])cccc3n2)cc1,3,0.0,3,-1,1,-38,-0.1,-5,-10,-14
O=S(=O)(c1cnccc1N1CCN(CCO)CC1)N1CCCCC1,2,-0.6,-2,5,7,40,0.0,-4,-4,-8
CCC(=O)Nc1c2c(nn1-c1ccc(F)cc1)CS(=O)(=O)C2,-1,-0.1,0,-6,-1,19,1.0,0,-3,-8
O=C(Cc1cccc(NC(=O)C2CCCN(C(=O)C3CCCCC3)C2)c1)Nc1cccc(C(=O)N2CCCCC2)c1 (stereo not given),0,-0.8,6,-6,0,-9,0.8,-3,-13,-2
CCOc1ccc(-c2nnc(-c3cccnc3)o2)cc1OCC,-2,0.0,nt,-1,-1,-19,0.4,-7,16,-17
CCCOc1ccc(/C=N/NC(=O)C(C)Sc2ccccn2)cc1OCC (stereo not given),0,-3.3,-4,-2,9,-40,-1.3,-7,0,8
COc1cc2c(cc1OC)CN(CC(=O)Nc1ccc(F)cc1)CC2,1,-1.2,-3,-1,0,10,6.1,0,6,6
Clc1ccc(Cn2nnc(-c3ccc(N4CCOCC4)cc3)n2)cc1,-1,-1.4,-4,-2,8,-83,-0.6,-8,nt,3
O=C(Nc1ccccc1F)c1ccc(CSc2ncccn2)cc1,-3,-0.9,0,2,5,16,-0.4,8,10,0
Cc1nc(N2CCOCC2)nc(N2CCN(c3ccccc3)CC2)c1[N+](=O)[O-],0,-1.7,nt,4,-3,-78,0.7,-1,-1,-14
COc1ccc(C(=O)N[C@H](C(=O)Nc2ccc(OC)nc2)C(C)C)cc1,-1,0.4,-2,-4,0,20,3.3,-4,10,4
O=S(=O)(Nc1ccc2c(c1)nc1n2CCN(Cc2ccccc2)C1)c1ccccc1,-4,-3.1,nt,-8,0,-12,0.0,2,-12,7
CSCCC(NC(=O)c1ccccc1)C(=O)NNC(=O)c1ccccc1 (stereo not given),2,0.0,1,-3,-2,-10,0.0,0,9,-4
COc1ccc(-c2csc(NC(=O)c3ccco3)n2)cc1,-3,-0.6,-4,-3,-1,-38,-0.5,3,4,-7
C[C@H](CO)N1C[C@H](C)[C@@H](CN(C)Cc2ccncc2)Oc2ccc(NC(=O)Cn3cnnn3)cc2C1=O,-4,-0.7,5,-2,-2,6,-0.3,6,16,-1
O=C(COC(=O)C1CCC1)c1c[nH]c2ccccc12,-5,-2.1,3,5,7,-37,0.4,3,8,0
Cc1ccc(C(=O)NCc2ccccn2)cc1S(=O)(=O)N1CCOCC1,-1,-0.1,nt,-1,6,3,-2.1,0,-4,-10
CC1CCCN(C(=S)Nc2ccc(F)cc2)C1 (stereo not given),-2,0.0,-3,-1,-9,8,-0.3,-3,-9,-5
Cc1c(C(=O)Nc2ccc3c(c2)OCCO3)oc2ccc(Br)cc12,-9,-0.9,-3,-2,-3,-1,1.1,-6,12,1
COc1ccc(-c2sc3ccc(OC)cc3c2-c2ccc(OC)nc2)cc1,-5,-1.6,2,-5,-13,-75,-2.3,3,9,-3
CCOC(=O)C1CCCN(c2nc3ccccc3nc2C(C#N)C(=O)NCc2ccccc2)C1 (stereo not given),-6,0.0,-2,3,7,31,7.4,-7,1,-19
C=C(C)CN(CC)C(=O)CSc1ccc(S(=O)(=O)N2CCN(Cc3ccccc3)CC2)cn1,-3,-1.3,69*,-6,-1,9,1.8,-8,9,-3
NC(=O)C1=C[C@@H](c2csc3ccccc23)C[C@@H](OCCCCO)O1,0,-0.7,1,-2,-5,4,1.4,6,4,-8
Cn1c(=O)cc(SCC(=O)N2CCN(Cc3ccc4c(c3)OCO4)CC2)c2ccccc21,2,-1.7,-1,-3,-4,-38,-0.2,-14,27,-4
COc1ccccc1C(=O)Nc1c(C)n(C)n(-c2ccccc2)c1=O,2,0.7,nt,-3,1,7,-0.5,2,20,-3
Cc1ccc(S(=O)(=O)/N=C2\SC(CC(=O)Nc3ccc(F)cc3)C(=O)N2c2ccccc2)cc1 (stereo not given),-3,-0.3,-2,2,1,-30,1.2,-7,1,-8
COc1ccc(OC)c(/C=C2\Oc3cc(OCC(=O)N4CC(O)C[C@H]4C(=O)O)ccc3C2=O)c1 (stereo not given in full),0,0.4,0,-3,1,3,-0.1,-8,13,4
Cc1ccc(-c2c[n+](Cc3ccc(Cl)cc3)c3n2CCC3)cc1,2,-0.8,24,3,8,1,-0.7,-1,7,-14
Cc1cccc(C(=O)C2CCN(S(=O)(=O)c3ccc(C(=O)O)cc3)CC2)c1,0,1.2,-1,-3,9,14,-0.7,-5,5,-25
Cc1cc(C)c(CSc2nnnn2-c2ccc(C(=O)O)cc2)c(C)c1,4,-2.2,-6,0,3,10,-1.1,-12,nt,-6
CCn1c(SCC(=O)Nc2cc3oc4ccccc4c3cc2OC)nnc1-c1cccs1,-1,-1.6,-2,0,3,-68,0.1,8,-2,-15
Cc1ccnc(Nc2nc(-c3sc(C)nc3C)cs2)c1,-2,2.0,nt,0,-3,-51,0.0,-14,4,2
O=C(Nc1cccnc1)C1(c2ccccc2)CCCC1,1,-2.7,-3,3,-3,7,0.6,-2,1,-2
COc1ccc(OCCCC(=O)Nc2cc([N+](=O)[O-])ccc2C)cc1,0,-1.2,nt,-2,-8,-21,-1.0,5,-5,2
COc1ccc(C(=O)NCCN2CCOCC2)cc1OC,0,0.2,7,-3,2,-2,-1.7,-19,-19,0
CC(=O)NCC(=O)NC1CC(C)(C)Cc2c1cnn2-c1ccccc1 (stereo not given),-1,-12,-2,-2,-1,0,0.9,2,-1,-3
CSCSC1=C(C#N)C(c2ccccc2Cl)C(C(C)=O)=C(C)N1 (stereo not given),-5,-1.9,0,-3,4,21,-1.1,-3,nt,4
COc1ccccc1Nc1nc(C)cs1,-1&-1,-0.8&0.0,-12&5,-2&1,4&-7,-18&-11,0.0&-4.2,-8&-2,6&15,-9&-4
CC(CCc1ccco1)NC(=O)Cn1ncc2c1-c1ccccc1OC2 (stereo not given),-3,-0.3,-4,-2,2,-8,-1.3,4,3,-2
COC(=O)CSc1nc(N)nc(C)c1Br,-2,-0.2,0,0,-6,-2,-3.8,-2,5,-3
CC(C)OC(=O)c1cc(C(=O)c2cc(Br)ccc2O)coc1=N,1,-2.4,-5,-2,3,4,-1.0,-4,-12,9
COc1ccc(C(C)=O)cc1COC(=O)CNC(=O)c1cc(C)cc(C)c1,-2,-3.3,-6,-3,0,-55,-0.4,-7,1,-1
COc1ccccc1OCC(=O)Nc1nnc(C2CCCC2)s1,1,-0.9,nt,1,2,25,0.2,3,-11,-13
Brc1cccc(-c2nnc(-c3ccccc3)o2)c1,-12,-3.0,-2,-4,-2,17,-0.3,-6,2,-2
Cc1ccccc1CN(C)c1ccc(S(=O)(=O)N2CCN(C)CC2)cn1,-3,-1.7,0,-1,-5,28,0.9,-8,1,-1
CCCc1cc(=O)n2[nH]c(C)c(-c3ccc(Cl)cc3)c2n1,3,nt,-3,-1,1,-6,1.3,14,-4,-2
Cc1ccc(SCCNC(=O)C(CO)(CO)CO)cc1,-1,-3.1,-4,-1,-1,7,0.0,1,nt,-3
COc1ccccc1-n1c(=O)c2c3c(sc2n2c(SC(C)C)nnc12)CCC3,-2,-0.8,-5,0,1,-6,0.0,-5,-1,-7
c1ccc(C[C@H]2CN=C(Nc3ccccc3)N2CCCC2CCCCC2)cc1,-4,0.3,-5,-4,9,30,0.5,6,2,-7
O=C(OCc1ccccc1)c1cccc(-c2nnn(Cc3ccccc3)n2)c1,-13,-2.5,0,-3,7,nt,1.4,3,6,0
Cc1ccc(S(=O)(=O)N[C@@H](Cc2ccccc2)C(=O)N2CCC(C(=O)N[C@@H](CC(C)C)C(=O)O)CC2)cc1,0,0.4,1,2,-2,2,-1.6,6,5,-7
CCOC(=O)C1CCN(C(=O)COC(=O)CN(C)S(=O)(=O)c2ccc(NC(C)=O)cc2)CC1,1,-1.1,-2,-2,1,28,0.3,12,-7,-4
O=C(Nc1ccccc1C(F)(F)F)NC1(C(=O)N2CCOCC2)CCCCC1,17,-9.1,nt,-1,-5,-5,3.3,-2,-7,-3
O=C(Oc1cccc2ccccc12)c1cc(Cl)nc2ccccc12,0,-0.2,-3,-1,7,-25,-1.8,-9,nt,-3
CC1CCCCN1S(=O)(=O)c1ccc(S(=O)(=O)N2CCN(C)CC2)cc1 (stereo not given),0,-1.8,-4,-2,-5,nt,0.3,-6,6,4
NNC(=O)CCn1c2ccccc2c2ccccc21,3,-0.7,nt,1,5,18,-0.6,1,-4,-10
O=C(C[n+]1ccccc1)N/N=C/c1c(F)cccc1Cl,-2,-1.0,-1,-4,-8,nt,-0.7,1,-2,-3
CCOc1ccc(N(CC(=O)NC2CCCCC2)S(=O)(=O)c2c(C)noc2C)cc1,-1,-0.8,-3,-2,-4,7,0.4,-10,-11,-5
CCC(SC1=N/C(=C/c2ccccc2)C(=O)N1c1ccccc1)C(=O)Nc1cc(C)on1 (stereo not given),0,-0.8,nt,-2,-3,15,-2.3,7,-1,-5

Sorted by formula weight (ascending): some entries from above
SMILES,DAGLB inh,CAL PDZ FP-1,CAL PDZ FP-2,Keap1 Nrf2 FP,cardiac RTF act,SR-BI DiI-HDL act,LANA DNA inh,PKA-R2B act,Rtt109 Vps75,Cardiac RTF inh
NNC(=O)CCn1c2ccccc2c2ccccc21,3,-0.7,nt,1,5,18,-0.6,1,-4,-10
O=C(C[n+]1ccccc1)N/N=C/c1c(F)cccc1Cl,-2,-1.0,-1,-4,-8,nt,-0.7,1,-2,-3
O=C(Oc1cccc2ccccc12)c1cc(Cl)nc2ccccc12,0,-0.2,-3,-1,7,-25,-1.8,-9,nt,-3

New compounds follow.
SMILES,DAGLB inh,CAL PDZ FP-1,CAL PDZ FP-2,Keap1 Nrf2 FP,cardiac RTF act,SR-BI DiI-HDL act,LANA DNA inh,PKA-R2B act,Rtt109 Vps75,Cardiac RTF inh
CC(=O)n1cc(C(C[N+](=O)[O-])SCCN)c2ccccc21 (stereo not given),-1,-1.5,-3,-15,-2,-22,0.6,1,-20,-3
Cc1nccn1CCCNC(=O)C1CCC(=O)N(Cc2ccccc2F)C1 (stereo not given),1,0.5,-2,2,-3,24,-0.2,-6,5,0
Cc1nn(C)c(NC(=O)c2ccccc2Cl)c1Cl,-2,-1.4,-2,-3,20,nt,0.4,-2,-5,-4
CCc1cc(=O)oc2cc(C)cc(OC(C)C(=O)NC(Cc3c[nH]c4ccc(O)cc34)C(=O)O)c12 (stereo not given),-2,0.7,-1,-2,2,16,1.3,6,8,-1

Random draw from the library. Share with any hit: about 1.6%.
